RAD52 anneal inh: RAD52 DNA annealing inhibitors, primary screen, biochemical, FRET, single point, set 2. DNA repair protein RAD52 homolog (Homo sapiens), P43351. recombinant RAD52 DNA annealing, FRET fluorescence. inhibition, % at 18.7 µM. actives 0.46% (n = 360,000);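 active = every replicate showing at least 50% inhibition; inconclusive = mean inhibition at least 50% but not in every replicate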
Target sequence (P43351 whole entry, looked up): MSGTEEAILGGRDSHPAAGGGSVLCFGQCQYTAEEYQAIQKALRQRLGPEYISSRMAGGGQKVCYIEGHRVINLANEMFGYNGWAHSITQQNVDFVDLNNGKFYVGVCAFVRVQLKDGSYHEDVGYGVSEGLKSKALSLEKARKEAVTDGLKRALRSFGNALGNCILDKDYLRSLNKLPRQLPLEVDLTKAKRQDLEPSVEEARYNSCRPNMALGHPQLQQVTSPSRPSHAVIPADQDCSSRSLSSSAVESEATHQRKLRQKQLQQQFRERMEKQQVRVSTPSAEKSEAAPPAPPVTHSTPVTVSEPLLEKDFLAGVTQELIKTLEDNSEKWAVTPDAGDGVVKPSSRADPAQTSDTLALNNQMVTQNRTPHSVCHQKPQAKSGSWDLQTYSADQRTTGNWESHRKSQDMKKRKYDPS
DENV2 CPE rescue: inhibitors of DENV2 cytopathic effect, primary screen, cell-based, plate reader, single concentration; DENV2-infected cells, cytopathic effect rescue; CPE inhibition, % at 9.99 µM; actives 1.7% (n = 350,000); in the data active = CPE inhibition above about 20%, passing the limit was not always enough; inconclusive = no clear call, values can overlap the other calls; tested in BHK-21 cells;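 note: 0% = median of neutral control wells and 100% = median of positive control wells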
Casp6 inh: human caspase-6 inhibitors, primary screen, biochemical, VEID-R110 fluorescence, single point, set 2; P55212; inhibition, % at 12.5 µM; purified caspase-6, Z-VEID-R110 cleavage fluorescence; actives 0.53% (n = 350,000); AID 686996, 2013;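 active = mean inhibition across replicates at least about 35%, with every replicate also reaching that limit, limit read from the data; inconclusive = only one of the two criteria met; inactive = neither criterion met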;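 note: 0% = median of neutral control wells and 100% = no fluorescence left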
Target sequence (P55212 24-179 limits assumed): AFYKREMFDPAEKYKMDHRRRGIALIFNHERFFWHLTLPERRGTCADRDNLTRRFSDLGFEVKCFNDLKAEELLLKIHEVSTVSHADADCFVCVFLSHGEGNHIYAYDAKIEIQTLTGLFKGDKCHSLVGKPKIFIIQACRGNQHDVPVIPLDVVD
Target sequence (P55212 194-293 limits assumed): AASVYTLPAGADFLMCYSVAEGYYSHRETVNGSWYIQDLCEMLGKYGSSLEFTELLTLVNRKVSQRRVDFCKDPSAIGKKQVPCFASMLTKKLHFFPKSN
F508del corr: F508del CFTR correction, initial screen, CFBE line, single point; CFBE cells, YFP halide quenching; stimulated with forskolin plus potentiator P3; % fluorescence drop versus neutral controls; activity (quench increase), % at 7.58 µM; actives 0.36% (n = 350,000);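 active = mean added fluorescence quench of at least 8% versus neutral control, with both replicates also reaching 8%; inconclusive = only one of the mean or replicate conditions met; inactive = mean below 8% and not both replicates reaching 8%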;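 note: cells transiently co-express mutant CFTR-F508del with the halide-sensitive YFP; corrector assay measuring rescue of mutant channel to the surface after 24 h compound exposure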
XiGFP reactiv: activators of inactive X chromosome reactivation, primary screen, imaging, XiGFP fibroblasts, GFP high-content imaging, set 2. XiGFP mouse fibroblasts, % GFP-positive cells imaging, 3 d; cells co-treated with 5-aza-dC sensitizer; scaled so ellipticine positive control = 100%. activation, % at 7.58 µM. actives 0.055% (n = 360,000);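 active = mean normalized replicate activation at least 10% and every replicate at or above 10%; inconclusive = only one of the two criteria met; inactive = mean below 10% and not all replicates reach 10%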;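 note: 0% = median of on-plate neutral control wells and 100% = ellipticine 6 µM median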
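Assay system – SV40-immortalized XiGFP fibroblast cells, line 68-5-11 · Buffer or medium – DMEM supplemented with 5-aza-dC as sensitizing agent · Dosing – one concentration, pinned · Benchmarks – positive control ellipticine, 6 µM final · Times – 3 days compound exposure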
E-selectin induc: E-selectin induction in HUVECs, primary screen, imaging, HUVEC, immunofluorescence imaging, single point | P16581 | normalized: neutral wells 0, TNF-alpha wells 100 | activation, % at 7.58 µM | actives 0.37% (n = 260,000);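 active = mean E-selectin-positive cell signal at least 10% of the positive control, reached in at least 60% of replicates, without over 20% cell loss; inconclusive = no rule given, readout overlaps actives, possibly toxicity-flagged; inactive = the rest, including those meeting only one limit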;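 note: in these data hits start at about 27%; measured in HUVEC primary endothelial cells; signal is the percent of cells scored E-selectin positive by PE staining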
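material = human umbilical vein endothelial cells (HUVEC), E-selectin induction | quantity = 3,000 cells/well | medium = EGM-2 growth medium on 0.1% gelatin-coated wells | technique = immunofluorescence imaging | read-out basis = % PE-positive cells | control set = TNF-alpha positive control, DMSO neutral control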
RAD54 branch: inhibitors of human RAD54 branch migration, primary screen, biochemical, fluorescence, single point; inhibition, % at 10.4 µM; actives 0.14% (n = 360,000); DNA repair and recombination protein RAD54-like (Homo sapiens), Q92698; RAD54 Holliday junction branch migration, FAM/BHQ fluorescence;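 active = mean normalized replicate activity at least 40 and at least half of replicates scoring 40 or more; inconclusive = only one of the two criteria met; inactive = mean below 40 and under half of replicates reaching 40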;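 note: 0% = median of neutral control wells and 100% = median of positive control wells; inhibitors cause a drop in the FAM fluorescence signal; in these data hits start at about 50%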
INS-1E GSIS act: GLuc luminescence reporter in INS-1E cells, primary screen for activators of glucose-dependent secretion of insulin; INS-1E GLuc reporter insulin secretion, 2-3 h; activation, % at 16.6 µM; actives 0.61% (n = 370,000);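 active = lowest replicate activation of at least 40%, so every replicate reaches that level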;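 note: 0% = median of neutral control wells and 100% = median of IBMX positive control wells; some compounds called inactive have numbers as strong as hits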
* = called active by the depositor; ? = inconclusive; · = no result given; & = joins results of further samples.

SMILES	RAD52 anneal inh	DENV2 CPE rescue	Casp6 inh	F508del corr	XiGFP reactiv	E-selectin induc	RAD54 branch	INS-1E GSIS act
O=C(NCCCc1ccncc1)C1CCC(=O)N(Cc2ccc(Cl)cc2)C1 (stereo not given)	-2	9	-8	-1.8	-0.1	0.0	6	2
CCN1C(=O)[C@H]2[C@@H](c3ccc(OC)cc3)N[C@]3(CCCN(Cc4ccc(OC)cc4)C3=O)[C@H]2C1=O	-9	18	5	-3.2	0.1	-0.2	2	3
COc1ccc(-c2nc3ccccn3c2NC2CCCCC2)cc1SC1CCCCC1	-92	-17	2	-1.7	0.2	0.0	2	·
Cc1cn([C@H]2C[C@H](O)[C@@H](CNCc3cccn3-c3nccs3)O2)c(=O)[nH]c1=O	-8	?	-3	-5.5	0.2	·	-6	21
COc1ccc(-c2ccc3n(c2=O)C[C@H]2[C@H](CO)[C@@H](C(=O)NCC4CC4)[C@@H]3N2S(C)(=O)=O)cc1	7	5	-2	0.1	0.3	-0.1	-11	2
CCOc1ccccc1NC(=O)CN1C(=O)COc2ccc(Cl)cc21	-9	7	-2	4.2	0.4	·	-6	24
Cc1ccc(S(=O)(=O)N2C[C@@H](O)COC[C@H]3O[C@H](CC(=O)NCC4CCCCC4)CC[C@@H]32)cc1	82*	9	0	-3.7	0.0	0.1	-2	-10
Cc1ccsc1CN(C)C(=O)CN1C(=O)NC2(CCCc3ccccc32)C1=O (stereo not given)	2	-2	0	-0.9	-0.1	1.6	3	·
COc1ccc(S(=O)(=O)NNc2nc(C)cc(C)n2)cc1Br	1	-3	5	-1.6	0.0	2.3	8	-7
COc1ccccc1C#Cc1ccc([C@H]2[C@@H](C#N)N(C(=O)C3CCC3)[C@H]2CO)cc1	29	13	-2	-1.1	-0.1	0.2	-6	-31
COc1ccccc1OCC(=O)NNC(=O)c1ccoc1C	-3	-3	-1	·	0.0	·	·	3
C[C@@H]1CN([C@@H](C)CO)C(=O)CCCn2cc(nn2)CO[C@H]1CN(C)S(=O)(=O)c1cccc(C#N)c1	10&9	-5&-7	-2&-3	0.8&-1.0	0.1&0.2	-1.4&-0.2	-12	3&3
O=C(/C=C/c1cccs1)NC(=S)Nc1ccc(C(=O)O)cc1	-25	2	·	-1.6	0.0	0.6	-16	·
O=C(NCCS(=O)(=O)c1ccc(Br)cc1)c1ccc(Cl)cc1Cl	-4	-7	1	-0.5	-0.1	0.1	10	-4
COc1ccccc1/C=C(/CC(=O)NCc1ccc(F)cc1)c1nc2ccccc2s1	-12	-1	-3	·	-0.1	1.4	·	·
O=S(=O)(Nc1ccc2ccccc2n1)c1ccccc1Cl	-5	-8	-4	-0.4	0.0	-0.3	-4	7
C/C(=N\NC(=O)Cc1ccccc1)c1ccc(Cl)s1	-3	10	1	2.8	0.0	0.0	-15	15
O=C(Nc1ccc2c(c1)OCO2)c1cnn2cccnc12	-8	-1	0	-2.2	·	·	3	45
CCOC(=O)c1c(-n2cnnn2)sc2c1CCCC2	1	0	4	-1.4	0.1	-0.7	·	60*
O=C(C[C@H]1CC[C@H]2[C@@H](COC[C@@H](O)CN2C(=O)c2ccccc2)O1)Nc1ccc(-c2ccccc2)cc1	3	-6	0	-0.1	0.2	·	9	-7
Cc1ccc(OCC(=O)N/N=C2/SCC(=O)N2Cc2ccco2)cc1	-1	0	2	-3.5	0.0	-0.1	·	4
Cc1ccc(S(=O)(=O)N(C(=O)c2ccncc2)c2ccc(OC(=O)c3ccncc3)c3ccccc23)cc1	-4	1	-3	-6.5	1.3	·	·	-17
Cc1ccc2cc(NC(=O)c3ccc(C(C)(C)C)cc3)ccc2n1	-15	0	·	-0.3	-0.1	0.2	15	-10
Nc1cc2sc(-c3ccc(C(=O)O)cc3)nc2cc1Cl	-14	1	11	-0.6	0.1	-0.8	6	8

Only F508del corr, Casp6 inh and RAD52 anneal inh, for two of the compounds above:
| compound | F508del corr | Casp6 inh | RAD52 anneal inh |
| --- | --- | --- | --- |
| O=C(NCCS(=O)(=O)c1ccc(Br)cc1)c1ccc(Cl)cc1Cl | -0.5 | 1 | -4 |
| COc1ccccc1/C=C(/CC(=O)NCc1ccc(F)cc1)c1nc2ccccc2s1 | · | -3 | -12 |

Later entries
SMILES	RAD52 anneal inh	DENV2 CPE rescue	Casp6 inh	F508del corr	XiGFP reactiv	E-selectin induc	RAD54 branch	INS-1E GSIS act
CCCNC(=O)N1[C@H](CO)[C@@H](c2ccccc2-c2ccc(F)cc2)[C@@H]1C#N	-13	-1	0	1.9	0.3	0.0	·	-6
CC(NC(=O)C(=O)NN=C1CCCC1)c1ccccc1 (stereo not given)	-13	2	5	-0.8	0.0	0.0	·	18
CN(C)/C=C/C(=O)/C=C/c1ccc(Cl)cc1	-59	·	1	-0.1	0.0	·	·	-1
Cc1ccc(NC(=O)NCC(c2ccccc2)N(C)C)cc1 (stereo not given)	-12	-1	-2	1.8	0.0	0.0	6	11
Cc1c(C(=O)Nc2nnc(SCc3ccccc3Cl)s2)cccc1[N+](=O)[O-]	-19	-3	2	0.4	0.0	2.5	0	4
O=C(COC(=O)c1ccc[nH]c1=O)NC1CCCc2ccccc21 (stereo not given)	-9	-2	1	2.8	0.1	-0.1	-3	-6
CCOc1ccc(S(=O)(=O)N2CCOCC2)cc1NC(=O)CN1C(=O)NC2(CCCCC2)C1=O	-21	1	2	-2.8	0.0	·	-10	7
CCOC(=O)c1cnn(Cc2ccccc2)c1N	-2	19	-2	4.5	·	·	·	10
C=CC[C@]12CCc3ccccc3C1N(c1ccc(C(=O)OCC)cc1)C2=O (stereo not given in full)	-8	-8	-1	0.8	0.0	-0.1	6	-14
O=C(NCCC1CCCCN1S(=O)(=O)c1ccc(Cl)cc1)C(=O)NCc1cccnc1 (stereo not given)	-8	-9	-2	1.8	0.0	·	-2	1
CN(C)c1nc(SCC(=O)Nc2ccccc2)nc(N2CCOCC2)n1	-15	-2	0	-0.5	-0.1	1.2	·	0
O=C(NCCc1ccccc1)C1CC1	-13	-1	-1	0.4	0.3	·	-4	18
Cc1oc(C(C)(C)C)cc1C(=O)NC1CCN(Cc2ccccc2)CC1	-3	5	-6	-0.4	0.0	0.1	4	·
Cc1cnc(C(=O)OCC(=O)c2ccc(-c3ccccc3)cc2)cn1	-23	-7	-1	1.6	0.0	0.8	-10	7
CC(C)(C)OC(=O)C[C@H]1C/C=C\C[C@H](CC(=O)NCCO)C(=O)N2CCC[C@@H]2COC1=O	-3	·	0	0.4	0.2	0.6	-4	6
O=C(NCCc1ccccc1)c1ccc(CS(=O)Cc2cccc(Cl)c2)o1 (stereo not given)	-13	2	2	1.7	0.0	-0.7	9	-14
COc1ccccc1NC(=O)COc1ccc(C(=O)OCC(=O)NC(C)(C)C)cc1OC	4	1	8	1.5	-0.1	0.0	·	3
COc1ccc(N=Cc2c(O)c3ccccc3oc2=O)cc1	-54	15	-1	-1.7	0.2	·	-3	-4
COCC(=O)N1C[C@H]2[C@@H](c3ccccc31)[C@H](CO)N2C(=O)C1CC1	-12	-7	2	-1.9	0.1	-0.1	-4	-6
Nc1ccccc1C(=O)NCCCN1CCOCC1	17	5	1	-1.0	0.0	-0.1	-1	6
N#C[C@@H]1[C@@H](c2ccc(C3=CCCCC3)cc2)[C@H](CO)N1C(=O)C1CCOCC1	-22	4	2	-0.9	0.0	1.5	-5	-2
Fc1ccc(-c2[nH]ncc2CN2CCN(c3ccc(F)cc3)CC2)cc1	-12	1	0	0.5	0.2	·	·	-8
C/C=C/c1ccc([C@H]2[C@@H](CO)N3CCCCN(S(=O)(=O)c4cccs4)C[C@@H]23)cc1	-8	-3	-1	-1.5	0.2	0.1	-8	-33
N#C[C@H]1N[C@@H](CO)[C@H]1c1ccccc1	-14	0	0	-2.5	0.3	0.1	-1	9
Oc1ccccc1CNc1ccc(OC(F)(F)F)cc1	-12	-3	-1	-3.7	0.1	·	·	-5
C[C@@H]1CCCCO[C@H](CN(C)C(=O)CCC(F)(F)F)[C@@H](C)CN([C@@H](C)CO)C(=O)c2cc(NC(=O)Cc3ccccc3)ccc2O1	8	-5	3	-0.6	-0.6	-0.2	5	-14
O=C(Cc1cccc2ccccc12)N1CC[C@@]2(O)CCCC[C@H]2C1	-3	2	-1	-34	0.1	-0.1	-1	-9
CC(=O)Nc1cccc(OCCOc2cccc([N+](=O)[O-])c2)c1	-4	-3	-3	-0.5	0.0	0.1	·	-3
Cc1nnc(SCC(=O)NC2CCCC(C)C2C)n1N (stereo not given)	-6	-5	-3	0.7	0.1	1.9	16	7
Cc1cccn2c(=O)c(/C=C(\C#N)C(=O)NC3CCS(=O)(=O)C3)c(Oc3ccc(F)cc3)nc12 (stereo not given)	-116	-3	0	-1.2	0.2	·	-1	15
CC1=NNC(=O)C1CC(=O)N/N=C(\C)c1ccco1 (stereo not given)	-6	11	-11	0.5	0.0	-0.3	·	8
COc1ccccc1CNc1nc(Nc2ccccc2Cl)c2sccc2n1	-13	-4	-1	4.9	0.2	-0.2	-1	-22
COC(=O)c1cc(S(=O)(=O)NCC2CCN(Cc3ccccc3F)CC2)c[nH]1	-4	-3	-11	-0.7	0.0	·	-1	2
C=CCC1(Cl)C(=O)C(Cl)=C(N2CCOCC2)C1(OC)OC (stereo not given)	-11	-2	11	-1.3	0.1	0.6	11	-2
O=C1N[C@H](c2ccccc2)COCc2cn(nn2)CC[C@H]1Cc1ccccc1	-2	7	2	·	0.1	-0.1	·	5
O=C(NNC(=S)Nc1ccccc1)c1ccc(O)cc1	-5	6	2	-2.1	0.0	0.0	·	0
N#Cc1ccc(CN2C=NS(=O)(=O)c3ccccc32)cc1	-13	-3	-1	1.0	-0.1	0.1	·	-1
OCCN1CCN(c2nc(-c3ccccc3O)nc3ccccc23)CC1	30	-6	2	3.6	0.0	·	73*	11
C[C@H](CO)N1C[C@H](C)[C@H](CN(C)C(=O)C2CC2)Oc2ncc(-c3ccccc3F)cc2C1=O	2	-13	-5	2.8	-0.7	-0.2	2	1
CC(C)NC(=O)Nc1cccc2c1O[C@@H](CN(C)S(=O)(=O)c1cn(C)cn1)[C@@H](C)CN([C@@H](C)CO)C2=O	-5	9	1	-0.9	0.0	0.2	4	3
O=C(NCC(F)(F)F)c1[nH]c(C(F)(F)F)nc1-c1ccccc1	-8	-1	1	-0.9	0.2	0.0	2	·
Cn1c(=Nc2ccccc2)sc2ccccc21	-6	·	-2	-1.3	·	·	-8	45
Cn1c(NC(=O)/C=C/c2ccco2)cc(=O)n(C)c1=O	-36	5	6	·	0.3	1.2	·	-5
CC1=CC(=O)C=C(C)C1=NOc1ccc([N+](=O)[O-])cc1	-13	6	0	-1.0	0.1	·	·	10
COc1ccc(-c2nc(CN3CCC(C(=O)NC4CCCc5ccccc54)CC3)c(C)o2)cc1OC (stereo not given)	-2	?	-1	2.6	-0.1	·	·	-2
